Furin inhibitor: human furin inhibitors, primary screen, biochemical, fluorescence intensity; purified furin, fluorogenic substrate cleavage; 0.061% of 220,000 active; P09958; inhibition, % at 30 µM; in the data active = inhibition above about 25%; also: inactives centre near -15
hK5 inh: human KLK5 protease inhibitors, primary screen, biochemical, 1536-well | Kallikrein-5 (Homo sapiens), Q9Y337 | recombinant hK5, fluorogenic AMC substrate cleavage | inhibition, % at 5 µM | 0.59% of 210,000 active;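 active = inhibition of 40% or more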;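 also: 0% = enzyme controls without compound and 100% = no-enzyme blanks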
Target sequence (Q9Y337 67-293 limits assumed): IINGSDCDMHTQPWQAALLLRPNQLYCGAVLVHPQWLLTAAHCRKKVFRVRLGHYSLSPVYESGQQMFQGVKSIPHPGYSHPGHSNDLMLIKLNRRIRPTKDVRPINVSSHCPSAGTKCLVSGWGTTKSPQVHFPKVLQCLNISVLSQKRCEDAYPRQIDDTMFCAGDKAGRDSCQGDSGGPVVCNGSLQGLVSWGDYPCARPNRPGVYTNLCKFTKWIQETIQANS
EBV gp42 block: Epstein-Barr virus gp42 inhibitors, primary screen, biochemical, uHTS, fluorescence polarization; Glycoprotein 42 (Epstein-Barr virus (strain AG876)), Q1HVG2; Fluorescence polarization binding assay, mP read-out; inhibition, % (tested at 21.74 µM); 0.42% of 220,000 active; AID 1085, 2008; in the data active = inhibition above about 50%
Target sequence (Q1HVG2 whole entry, looked up): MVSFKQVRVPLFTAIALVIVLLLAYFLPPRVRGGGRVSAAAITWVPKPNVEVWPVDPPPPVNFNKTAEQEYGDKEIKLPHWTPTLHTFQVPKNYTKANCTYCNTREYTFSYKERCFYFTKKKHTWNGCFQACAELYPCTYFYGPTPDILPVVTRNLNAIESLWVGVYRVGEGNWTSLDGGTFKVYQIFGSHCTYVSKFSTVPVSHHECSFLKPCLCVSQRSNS
eIF4E 4G PPI: eIF4E–eIF4G protein interaction inhibitors, primary screen, biochemical, uHTS, TR-FRET, eIF4GI fragment; Eukaryotic translation initiation factor 4E (Mus musculus) + Eukaryotic translation …; TR-FRET eIF4E-eIF4GI(517-606) binding, 2 h; inhibition, % at 21.7 µM; 0.37% of 220,000 active; AID 782, 2007;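 also: 0% = full FRET control wells and 100% = background wells lacking eIF4GI fragment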
Cl transport mod: KCC2 cotransporter modulators, thallium flux, primary screen, cell-based, HEK293 KCC2, FluoZin-2 fluorescence, MLSMR; Solute carrier family 12 member 5 (Homo sapiens), Q9H2X9; KCC2 cells, thallium flux FluoZin-2 fluorescence; B-score of Tl+ flux slope (higher = more flux/activation; lower = inhibition) at 10 µM; 2.2% of 190,000 active;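 active = thallium flux slope and its plate-corrected score both differing from the plate sample mean at a set confidence after two filtering rounds, in either direction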;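 also: slope of fluorescence scaled to starting intensity during 10 to 20 s after thallium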
14-3-3 Bad inh: inhibitors of 14-3-3 zeta/Bad binding, primary screen, biochemical, TR-FRET, bovine 14-3-3 zeta | 14-3-3 protein zeta/delta (Bos taurus), P63103 | TR-FRET 14-3-3zeta/Dy647-pBad peptide displacement, 1 h | inhibition, % at 21.7 µM | 0.71% of 220,000 active;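 active = inhibition above about 70%, limit read from the data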;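 also: 0% = full 14-3-3 plus peptide FRET controls and 100% = background without 14-3-3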
thrombin 1536: human alpha-thrombin inhibitors, primary screen, counter-screen for coagulation protease inhibitor project, biochemical, 1536-well, fluorogenic AMC substrate; Prothrombin (Homo sapiens), P00734; AID 1046, 2008; 0.26% of 220,000 active; inhibition, % at 5 µM; Boc-VPR-AMC fluorogenic substrate cleavage;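 active = inhibition at or above 40%; inactive = inhibition below 40%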;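 also: 0% = enzyme with no compound and 100% = wells without enzyme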
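System: human alpha-thrombin protein; Compound dosing: one concentration per compound, 5 µM, with 0.2% DMSO; Timing: reaction at room temperature; Technique: AMC fluorescence, 355/460 nm; Controls: enzyme without compound as high, wells lacking enzyme as low.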
p47phox inh: p47phox/p22phox peptide binding inhibitors, primary screen, biochemical, uHTS, NADPH oxidase regulatory subunit | Neutrophil cytosol factor 1 (Homo sapiens), P14598 | fluorescence polarization, 2 h | inhibition, % at 24.7 µM | 0.53% of 220,000 active | AID 1274, 2008;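 also: 0% = p47phox with labelled peptide and 100% = labelled peptide alone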
Target sequence (P14598 whole entry, looked up): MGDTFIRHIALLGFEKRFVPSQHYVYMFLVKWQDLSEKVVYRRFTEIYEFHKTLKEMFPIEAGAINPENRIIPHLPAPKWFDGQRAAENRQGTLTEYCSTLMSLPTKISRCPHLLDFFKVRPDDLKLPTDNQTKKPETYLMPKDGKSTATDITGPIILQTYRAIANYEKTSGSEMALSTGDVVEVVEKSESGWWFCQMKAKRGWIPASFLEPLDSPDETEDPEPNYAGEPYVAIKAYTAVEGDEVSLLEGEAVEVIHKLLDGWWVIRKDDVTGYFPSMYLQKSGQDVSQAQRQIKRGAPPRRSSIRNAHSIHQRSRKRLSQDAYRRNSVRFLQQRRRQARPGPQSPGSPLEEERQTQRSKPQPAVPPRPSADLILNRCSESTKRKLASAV
Rad51 HR inh: human RAD51 strand exchange inhibitors, primary screen, biochemical, fluorescence; DNA repair protein RAD51 homolog 1 (Homo sapiens), Q06609; inhibition, % at 10 µM; hRad51 DNA strand exchange, fluorescence dequenching; 0.085% of 200,000 active;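 active = inhibition above 40% at the single screening dose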;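 also: 0% = DMSO control wells and 100% = blanks with heterologous ssDNA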
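Assay system: Human Rad51 nucleoprotein filaments preassembled on unlabelled ssDNA | Reagent: Donor/quencher-labelled 47-bp dsDNA substrate | Doses: One concentration, 10 µM final | Times: 37 °C 15-min filament assembly, 30-min compound preincubation, 15-min exchange | Technique: Fluorescein emission 520 nm, excitation 485 nm | Benchmarks: Plate control and blank wells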
Starred values were filed as active, the others as inactive; . = not tested or not shown; & = joins results of further samples; [ ] = dose if it differs, or a comment.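 The calls were made as follows, unless noted: active = inhibition above about 30% (limit read from the data); inactive = the rest.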 An unsorted share of the library. Share with any hit: about 4.7%.

structure | Furin inhibitor | hK5 inh | EBV gp42 block | eIF4E 4G PPI | Cl transport mod | 14-3-3 Bad inh | thrombin 1536 | p47phox inh | Rad51 HR inh
COc1ccc(CCNC(=O)CC2SC(=NCCc3ccccc3)NC2=O)cc1OC (centres undefined) | -27.4 | -16.3 | -19.4 | -4.2 | 0.113 | -4.2 | 3.6 | -8.8 | -13.3
CCOC(=O)N1CCN(C(=O)C2CCCN(Cc3nc(-c4ccc(Cl)cc4)oc3C)C2)CC1 (centres undefined) | -10.7 | -6.7 | -11.9 | 0.7 | -2 | -2.1[fluorescence artefact?] | -8.4 | -31.1 | .
COc1ccccc1Oc1ccc(NC(=O)c2ccc(Cl)cc2)cc1 | -34.7 | -21.7 | -5.4 | 1.2 | -0.522 | -3.1 | -2.3 | -13.9 | 0.6
O=C(NNS(=O)(=O)c1ccc(Cl)cc1)c1cc(-c2ccccc2)n[nH]1 | -17.0 | 1.6 | -10.1 | -1.7 | -0.328 | 30.1 | 2.4 | -27.6 | 29.4
CC(=O)Nc1ccc(C(=O)CSc2ncn(-c3ccccc3)n2)cc1 | -14.8 | -0.7 | -2.9 | 7.2 | -0.654 | -5.2 | -3.2 | -9.1 | 0.6
CCOc1ccc(S(=O)(=O)Nc2nc3ccccc3nc2N2CCN(C)CC2)cc1 | 2.8 | 3.7 | -15.5 | 7.6 | 0.814 | -3.3 | 2.0 | -4.6 | .
Cc1ccc(S(=O)(=O)c2c(N)n(NC(=O)c3ccco3)c3nc4ccccc4nc23)cc1 | -40.3 | -19.8 | -3.1 | 5.7 | -0.000332 | -8.5[fluorescence artefact?] | -6.0 | -18.5 | 1.5
O=C(O)/C(=C\c1ccc(Cl)cc1)c1ccc(F)cc1 | -6.3 | 9.2 | -4.1 | 1.1 | -0.513 | 0.9 | 22.4 | -6.2 | -39.0
COc1ccccc1N1CCN(/N=C/c2cc([N+](=O)[O-])ccc2Cl)CC1 | -23.6 | 0.2 | 3.0 | 2.8 | -0.845 | -6.0 | -7.3 | -4.7 | -1.6
CC(C)c1nnc(NC(=O)c2cnccn2)s1 | -4.4[20 µM] | 37.3 | -13.7 | -3.3 | 0.614 | 18.6 | 40.9* | -7.3 | -5.8
COCCn1c(-c2ccc(OC)c(OC)c2)nc2ccccc21 | -21.2[20 µM] | -0.1 | 1.0 | -2.2 | . | -4.5 | 2.5 | -3.3 | 12.6
Cc1ccc(C)c(NC2=C(Cl)C(=O)OC2OC(C)C)c1 (centres undefined) | -14.6 | -1.5 | -1.6 | -1.7 | . | -12.7 | -5.3 | 3.0 | -0.7
O=C(NN=C1CCCCCCC1)c1ccccn1 | -14.2[20 µM] | -12.8 | -8.3 | 0.9 | -0.496 | 8.1 | 3.2 | 1.4 | 4.2
Cc1ccc(N2CCN(S(=O)(=O)c3ccc4c(c3)n(C)c(=O)c(=O)n4C)CC2C)cc1 (centres undefined) | -29.0 | -9.0 | -4.1 | 5.0 | -0.565 | 0.9 | 0.4 | -2.6 | .
Oc1ccc(C2=Nn3c(nnc3-c3ccco3)SC2)cc1O | -5.2[20 µM] | -4.5 | -21.9 | -3.3 | . | 10.2[fluorescence artefact?] | -4.1 | -17.9 | .
Cc1ccc(NC(=O)CSc2nnc(C)n2CC2CCCO2)cc1 (centres undefined) | -24.7 | -1.9 | -13.4 | 4.6 | -1.06 | -7.1 | -6.0 | -5.4 | 5.4
COc1ccc2c(c1OC)C(=O)OC2c1c(O)nc(SC)n(-c2ccccc2)c1=O (centres undefined) | -16.6[20 µM] | -22.7 | -13.4 | -7.5[fluorescence artefact?] | 0.00349 | -5.3[fluorescence artefact?] | -3.4 | -12.3 | -0.7
Cc1nc2nc(C)c(CCC(=O)NCCCN3CCN(c4cccc(Cl)c4)CC3)c(C)n2n1 | -16.7&-15.1 | -10.0&-1.1 | -12.2&-12.8 | 7.4&4.7 | 0.199 | 67.0&-14.6[fluorescence artefact?] | 0.8&-5.4 | 0.0&3.6 | 7.0
Clc1ccc(-c2noc(CSc3nnc(-c4ccncc4)n3-c3ccccc3)n2)cc1 | -20.1[20 µM] | -3.9 | -9.5 | 2.8 | -2.11 | 0.5 | -0.9 | -24.3 | 1.8
CCN(CC)CCC(c1cc(OC)c(OC)c(OC)c1)c1c(OC)cc(OC)c2ccc(=O)oc12 (centres undefined) | -20.1 | -0.6 | -11.8 | 0.1 | 1.08 | -4.3 | 0.5 | -9.5 | -2.5
O=C(CC1C(=O)NCCN1Cc1c(F)cccc1Cl)NCc1ccccc1 (centres undefined) | -24.4 | 3.9 | -7.3 | 1.3 | -0.297 | -7.0 | 8.3 | 0.1 | 2.9
NS(=O)(=O)c1ccc(NS(=O)(=O)c2ccc(NC(=S)Nc3ccccc3)cc2)cc1 | -18.2 | -3.8 | -13.3 | -0.2 | 0.615 | 1.4 | -3.0 | -96.8 | -1.3
O=c1c2cc(N3CCOCC3)ccc2[nH]c(=S)n1Cc1ccccn1 | -0.2 | -12.4 | 6.6 | 8.2 | 1.15 | -15.8 | -0.7 | -5.3 | -0.8
Nc1ncc(-c2ccccc2)n1CC1CCCO1 (centres undefined) | -11.6 | -3.1 | -7.1 | 0.3 | 0.653 | 4.2 | -1.4 | -10.7 | 2.0
CCN(CC)S(=O)(=O)c1ccc(C(=O)OC2CCCCC2CN(C)C)cc1 (centres undefined) | -20.3 | -21.7 | -24.6 | 7.5 | -0.197 | 1.2 | 1.6 | 0.0 | -6.5
COC(=O)CC1Nc2ccccc2SC1=O (centres undefined) | -26.5 | -0.4 | -3.9 | -8.9 | -0.0146 | 2.3 | 4.9 | -5.5 | 5.3
CCNC(=O)CSc1nc(-c2ccc(F)cc2)cs1 | -19.1 | -15.2 | 7.0 | -4.3 | -1.72 | 2.0 | 2.1 | -6.4 | 2.5
COc1ccc(-c2c[n+]3c4n2CCCCC4=C(c2ccccc2)C3)cc1 | -113.1[20 µM] | -142.8 | -19.5 | -2.2[fluorescence artefact?] | -0.868 | -9.5[fluorescence artefact?] | 58.3* | -10.1 | .
CCOC(=O)C(NC(=O)Nc1ccccc1)(OCC)C(F)(F)F (centres undefined) | -19.6[20 µM] | -20.2 | 12.6 | 8.0 | -0.63 | -9.3 | -5.5 | 1.0 | 13.3
O=C(O)c1nsc(Cl)c1Cl | -0.8 | 4.8 | 8.3 | 2.4 | 0.0854 | 10.7 | -5.3 | -3.4 | -4.1
CCCCCC(=O)N/N=C(\C)c1ccc(Cl)cc1 | 1.3[20 µM] | 6.7 | -1.3 | -4.5 | -0.421 | -14.8 | -5.1 | 1.5 | .
CN(c1ccccc1)c1ccc(/C=C(\C#N)c2nnc3n2CCCCC3)cc1[N+](=O)[O-] | -4.4 | -6.5 | -7.4 | -0.6 | -0.418 | 14.4 | -5.4 | 11.4 | 3.0
CNc1ccccc1C(=O)OC | -28.5 | 0.9 | -23.1 | -5.8 | 0.692 | 11.9 | 0.7 | 1.8 | -0.4
O=C(NCc1ccccn1)C1CC(c2ccccc2O)=NO1 (centres undefined) | -26.3 | -3.2 | 8.2 | 2.5 | -1.6 | -18.9 | -9.1 | 19.7 | -4.5
COc1ccc(/C=C2/SC(=S)N(CCC(=O)O)C2=O)cc1 | -19.9[20 µM] | 0.1 | 1.7 | -10.2 | 0.585 | 27.6[fluorescence artefact?] | 1.0 | -17.6 | -9.4
Cc1oc(-c2ccccc2)nc1CC(=O)O | -10.2[20 µM] | -0.3 | 5.2 | 0.1 | . | -9.3 | -6.0 | -3.5 | -8.9
CCOc1ccc(NC(=O)CCn2cccc2)cc1 | -9.3 | -10.5 | -7.2 | 4.7[fluorescence artefact?] | . | 2.8 | 2.6 | -22.5 | -7.9
O=C(O)c1ccc2c(c1)C(=O)/C(=C/c1ccccc1)C2=O | -30.3 | 1.5 | 15.1 | 9.4[fluorescence artefact?] | 1.32 | 1.5[fluorescence artefact?] | 3.1 | -27.2 | -39.0
CCOc1ncccc1C(=O)OCC(=O)N(CC)c1ccccc1 | -23.3 | -4.1 | 5.3 | -1.2 | -0.298 | -9.1 | -9.0 | -3.9 | 9.3
Cc1ccc(CC2CC(=O)N(c3ccc4c(c3)OCCO4)C2=O)cc1 (centres undefined) | -27.9 | -20.1 | -24.0 | 4.8 | -0.282 | -12.2[fluorescence artefact?] | -3.6 | -10.9 | 4.5
Cc1ccc(C(=O)CNc2ccccc2C)cc1 | -25.1 | -8.0 | -14.6 | 5.1 | 0.365 | -16.6 | -3.9 | -1.4 | 4.8
Cc1ccccc1C(=O)NC(=S)NCC(=O)c1ccccc1 | -1.7[20 µM] | -11.4 | -1.5 | 2.9[fluorescence artefact?] | . | -11.5 | -5.4 | -6.8 | -3.1
CC(=O)c1ccc(NC(=S)Nc2cccc(Cl)c2C)cc1 | -27.1 | -18.4 | 5.0 | -3.7 | 0.625 | -11.4 | -3.5 | -29.9 | -1.9
COC(=O)CSc1nc(C)cc(Oc2ccccc2)n1 | -18.1 | -5.9 | -22.1 | -0.1 | . | -5.8 | -3.5 | -3.0 | -3.6
COc1ccccc1N1CCN(Cc2ccc(Br)o2)CC1 | -6.8 | -8.2 | 1.8 | 1.4 | -0.495 | 65.7 | -8.9 | 21.7 | 5.0
CC(=O)NN1C(=O)c2ccc(Oc3ccc([N+](=O)[O-])cc3)cc2C1=O | -17.7[20 µM] | -3.3 | -24.4 | 7.0 | -1.18 | -5.4 | 4.6 | 1.5 | 4.3
NS(=O)(=O)c1ccc(NC(=O)c2cccc(Cl)c2)cc1 | -5.1 | 0.0 | 0.3 | 3.7 | 0.548 | -3.8 | 1.9 | 0.3 | 11.8

3 compounds from above, sorted by molecular weight, largest number first.
structure | Furin inhibitor | hK5 inh | EBV gp42 block | eIF4E 4G PPI | Cl transport mod | 14-3-3 Bad inh | thrombin 1536 | p47phox inh | Rad51 HR inh
CCOC(=O)C(NC(=O)Nc1ccccc1)(OCC)C(F)(F)F (centres undefined) | -19.6[20 µM] | -20.2 | 12.6 | 8.0 | -0.63 | -9.3 | -5.5 | 1.0 | 13.3
COc1ccc(/C=C2/SC(=S)N(CCC(=O)O)C2=O)cc1 | -19.9[20 µM] | 0.1 | 1.7 | -10.2 | 0.585 | 27.6[fluorescence artefact?] | 1.0 | -17.6 | -9.4
O=C(NCc1ccccn1)C1CC(c2ccccc2O)=NO1 (centres undefined) | -26.3 | -3.2 | 8.2 | 2.5 | -1.6 | -18.9 | -9.1 | 19.7 | -4.5
